MEX-5 binding = C. elegans MEX-5 TCR-2 RNA binding activity | Q9XUB2 | MEX-5/FITC-TCR2 RNA binding, fluorescence polarization; stronger effect = lower value | activity score (negative = inhibition of binding), % at 10 µM | actives 0.38% (n = 300,000);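 active = inhibition past about -25% in most replicates, and total fluorescence under double the plate's negative control median, limit read from the data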;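 also: 0% = DMSO and -100% = 5 µM competing unlabeled TCR2 RNA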
GRK2 aptamer HTS = inhibitors of human GRK2 displacing RNA aptamer; P25098; bead flow cytometry, FAM-aptamer displacement from GRK2; inhibition of aptamer binding, % at 10 µM; actives 0.59% (n = 330,000); AID 488847;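 active = inhibition of aptamer binding above 40%, roughly 3 SD of noise, on plates passing a quality check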;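 also: median bead fluorescence of bound FAM aptamer so fluorescent compounds give negative values; no value below 0 was filed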
Fam108B inh = counter-screen for RBBP9 inhibitors: inhibitors of mouse Fam108B. recombinant Fam108B, FP-Rh probe fluorescence polarization. inhibition, % at 9.51 µM. actives 0.33% (n = 300,000);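 active = inhibition above the screen mean inhibition plus 3 SD, computed separately per campaign, cut at about 18% in these data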;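 also: inhibitors lower polarization as less probe binds the enzyme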
VLA-4 inh = inhibition in a human VLA-4 binding assay | P13612 | VLA-4 expressing cells, ligand binding flow cytometry | inhibition, % (about 7 µM as worked out from the volumes in the protocol) | actives 0.2% (n = 330,000) | AID 2557; in the data active = inhibition above about 50%
PME-1 primary = PME-1 (human) inhibition; recombinant PME-1, FP-Rh probe fluorescence polarization; inhibition, % at 5.9 µM; actives 0.53% (n = 320,000); AID 2130;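 active = inhibition above the campaign mean of all compounds plus 3 SD, cut at about 26% in these data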;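 also: competitive labeling of PME-1 active site by serine hydrolase directed probe; 0% = PME-1 with DMSO and 100% = wells lacking PME-1 enzyme; inhibitors block probe labeling so polarization falls and inhibition rises; many of its hits are not listed in these tables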
MCL1-BIM inh = disrupts human MCL1 binding to BIM-BH3 peptide; actives 0.68% (n = 320,000); GST-MCL1 / FITC-Bim-BH3 fluorescence polarization; inhibition, % at 10.9 µM; Q07820;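 active = inhibition above the mean inhibition of all tested compounds plus 3 SD, set per campaign, cut at about 40% in these data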;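 also: 0% = DMSO wells and 100% = unlabeled Bim-BH3 peptide control; higher means more loss of mP so more displacement of Bim peptide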
Target sequence (Q07820 whole entry, looked up): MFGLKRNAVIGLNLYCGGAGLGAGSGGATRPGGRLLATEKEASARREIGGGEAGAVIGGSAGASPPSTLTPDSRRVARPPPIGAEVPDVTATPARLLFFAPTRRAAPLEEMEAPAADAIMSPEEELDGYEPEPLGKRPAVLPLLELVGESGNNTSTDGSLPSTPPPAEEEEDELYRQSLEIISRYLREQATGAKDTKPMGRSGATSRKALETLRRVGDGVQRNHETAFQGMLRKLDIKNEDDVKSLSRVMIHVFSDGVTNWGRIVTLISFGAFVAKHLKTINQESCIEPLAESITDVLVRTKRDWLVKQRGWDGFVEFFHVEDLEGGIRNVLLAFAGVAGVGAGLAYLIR
BCLXL inh = Bcl-xL (human) inhibition | Q07817 | inhibition, % at 10.9 µM | AID 2129 | actives 0.7% (n = 320,000) | GST-Bcl-xL / FITC-Bim BH3 peptide fluorescence polarization;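 active = inhibition above the mean of all tested compounds plus 3 SD, cutoff set per campaign, cut at about 30% in these data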;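 also: 0% = DMSO wells and 100% = unlabeled Bim-BH3 peptide competitor; inhibitors lower millipolarization by displacing the labeled peptide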
Target sequence (Q07817 whole entry, looked up): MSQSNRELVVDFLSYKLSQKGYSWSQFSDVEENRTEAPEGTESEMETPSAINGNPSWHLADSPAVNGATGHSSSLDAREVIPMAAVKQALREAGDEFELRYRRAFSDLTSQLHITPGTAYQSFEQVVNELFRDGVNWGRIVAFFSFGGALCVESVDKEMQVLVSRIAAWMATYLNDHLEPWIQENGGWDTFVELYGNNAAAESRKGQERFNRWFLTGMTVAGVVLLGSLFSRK
Efflux pump inh = blocks antifungal efflux pumps in multiplex yeast assay; inhibition, % at 10 µM; actives 0.44% (n = 330,000); S. cerevisiae Candida pump triplex, Nile Red efflux; AID 485275;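 active = plate passing quality check with inhibition over a set limit, or well fluorescence over plate mean plus 4 SD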;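 also: Nile Red retained in pooled yeast measured as flow cytometry median fluorescence; 0% = buffer negative control and 100% = Enniatin B positive control; higher means more Nile Red kept so more efflux inhibition; some compounds called inactive have numbers as strong as hits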
GLD-1 TGE inh = GLD-1-TGE RNA interaction inhibition (C. elegans); purified GLD-1 + fluorescein TGE RNA, fluorescence polarization; inhibition, % at 5.96 µM; actives 0.44% (n = 320,000); AID 2280;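 active = percent inhibition above a per-plate cutoff, the plate mean of test compounds plus 3 SD, cut at about 30% in these data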;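 also: 0% = DMSO wells with GLD-1 and probe and 100% = wells lacking GLD-1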
The depositor's hits bear a star; · = no result given.

Short keys: A = MEX-5 binding; B = GRK2 aptamer HTS; C = Fam108B inh; D = VLA-4 inh; E = PME-1 primary; F = MCL1-BIM inh; G = BCLXL inh; H = Efflux pump inh; I = GLD-1 TGE inh
COc1ccc2cc1Oc1ccc(cc1)CC1c3c(cc(OC)c4c3Oc3cc5c(cc3O4)CCNC5C2)CCN1C (stereo unspecified)
  A: 3.8	B: 0	C: 3	D: 52*	E: 10	F: -5	G: 0	H: 0.9	I: -2
CC1=C(C(=O)OCc2ccccc2)N2C(=O)[C@@H](NC(=O)COc3ccccc3)[C@H]2SC1
  A: -1.7	B: 0	C: 2	D: -1	E: 2	F: 1	G: 3	H: 0.1	I: -3
COc1cccc2cc(C(=O)NCc3ccc(F)cc3)c(=N)oc12
  A: -0.9	B: 7	C: 1	D: 2	E: 3	F: -7	G: -4	H: 0.1	I: 10
O=C(COC(=O)CC1CC2CCC1C2)NCc1ccc(F)cc1 (stereo unspecified)
  A: ·	B: 0	C: ·	D: 4	E: ·	F: ·	G: ·	H: 0.2	I: 1
COc1ccc(-c2csc(NC(=O)COC(=O)Cc3ccc(Cl)cc3Cl)n2)cc1
  A: 5.8	B: 2	C: 26*	D: -7	E: 12	F: -5	G: -4	H: 0.1	I: -1
CCOC(=O)N1CCC(N2CCN(Cc3ccc(C)o3)C(CCO)C2)CC1 (stereo unspecified)
  A: -3.4	B: 0	C: 2	D: 23	E: -3	F: 6	G: 7	H: 0.1	I: 3
COc1cc(C[C@H](C)[C@H](C)Cc2ccc3c(c2)OCO3)ccc1O
  A: -1.1	B: 0	C: 2	D: 17	E: -1	F: 2	G: 7	H: -0.2	I: 4
Cc1ccnc(NC(=O)CCCOc2ccccc2)c1
  A: 1.1	B: 2	C: 2	D: 14	E: -8	F: 4	G: 1	H: 0.1	I: -5
CCOc1ccc(NC(=O)CSc2nc3cccnc3n2CCOC)cc1
  A: -1.2	B: 0	C: -1	D: -9	E: -5	F: -1	G: 1	H: -0.1	I: 4
COC(=O)c1sc2nc(C)nc(SCC(=O)N3CCC(C(=O)O)CC3)c2c1C
  A: 0.0	B: 4	C: 4	D: -17	E: 13	F: 4	G: 4	H: -0.2	I: -8
Cn1c(SCC(=O)NCc2ccc3c(c2)OCO3)nnc1-c1cccs1
  A: 1.0	B: 1	C: 2	D: 8	E: 3	F: -2	G: -2	H: 0.0	I: 0
COc1ccc(-c2nnc(C)c3nocc23)cc1
  A: 3.3	B: 3	C: -12	D: -200	E: -5	F: -3	G: -5	H: -0.1	I: -15
CCOC(=O)C1CCN(C(=O)COC(=O)c2oc3ccccc3c2C)CC1
  A: -0.9	B: 2	C: 0	D: -1	E: 4	F: 0	G: 3	H: 0.1	I: 9
CC(C)(C)NC(=O)Cn1c(SCC(=O)NC2CCCC2)nc2ccccc21
  A: 1.0	B: 1	C: 0	D: -9	E: 0	F: -1	G: 2	H: -0.1	I: 5
CCOC(=O)c1[nH]c2cc3c(cc2c1NC(=O)CN1CCCCC1C)OCO3 (stereo unspecified)
  A: 1.0	B: 0	C: 1	D: -5	E: 0	F: 4	G: -2	H: 0.0	I: 5

Ordered by the number under Efflux pump inh (high to low): 3 of the compounds above.
mol | Efflux pump inh
O=C(COC(=O)CC1CC2CCC1C2)NCc1ccc(F)cc1 (stereo unspecified) | 0.2
COc1ccc(-c2csc(NC(=O)COC(=O)Cc3ccc(Cl)cc3Cl)n2)cc1 | 0.1
Cn1c(SCC(=O)NCc2ccc3c(c2)OCO3)nnc1-c1cccs1 | 0.0

Remaining list, next part
Short keys: A = MEX-5 binding; B = GRK2 aptamer HTS; C = Fam108B inh; D = VLA-4 inh; E = PME-1 primary; F = MCL1-BIM inh; G = BCLXL inh; H = Efflux pump inh; I = GLD-1 TGE inh
Cc1ccc(C(=O)OCCc2sc[n+](Cc3ccccc3)c2C)cc1
  A: 0.5	B: 0	C: 12	D: 7	E: 5	F: -1	G: 2	H: -0.1	I: -4
CN(Cc1cnccn1)C(=O)CC1C(=O)NCCN1CC(c1ccccc1)c1ccccc1 (stereo unspecified)
  A: -0.9	B: 2	C: 4	D: 1	E: 3	F: 14	G: 15	H: 0.0	I: 7
Cc1ccc(NC(=O)C/C(N)=N/OC(=O)Nc2cccc(Cl)c2)cc1
  A: ·	B: 0	C: ·	D: -5	E: 0	F: 2	G: 3	H: -0.1	I: 3
Cc1onc(-c2ccccc2Cl)c1C(=O)OCC(=O)c1ccccc1
  A: 1.0	B: 1	C: 2	D: 8	E: 3	F: 3	G: 3	H: 0.0	I: 1
C#CCNC(=O)C1=C[C@H](C2CCCCC2)C[C@H](OCCCCO)O1
  A: 0.2	B: ·	C: -1	D: ·	E: 1	F: 10	G: 7	H: ·	I: -3
COC(=O)c1ccc(Cl)c(NC(=O)CN2CCOCC2)c1
  A: 1.8	B: 0	C: 2	D: -7	E: -8	F: 7	G: 5	H: -0.1	I: 5
O=C(NC1(C(F)(F)F)N=C2SCCN2C1=O)c1cccnc1 (stereo unspecified)
  A: 1.3	B: 0	C: -5	D: -3	E: -5	F: 6	G: 3	H: 0.5	I: 7
O=C(CSc1nnc(CNC(=O)c2cccs2)o1)c1ccc(Cl)cc1
  A: -0.4	B: 0	C: 3	D: -1	E: 1	F: 3	G: 0	H: 0.0	I: -9
CCOC(=O)Cc1csc(NC(=O)NC2(C(F)(F)F)Oc3ccccc3O2)n1
  A: -1.9	B: 0	C: 5	D: 8	E: 5	F: 2	G: 7	H: 0.0	I: -2
CN1CC(=O)NC1=NC(=O)C12CC3CC(CC(C3)C1)C2
  A: 0.0	B: 0	C: 1	D: 9	E: -1	F: 2	G: 1	H: 0.0	I: 14
O=C(COC(=O)COc1cccc(F)c1)NCC1CCCCC1
  A: ·	B: 1	C: ·	D: -1	E: ·	F: ·	G: ·	H: -0.3	I: 1
CC1(C)N([O-])C2=C(c3ccccc3C2=O)[N+](=O)C1(C)C
  A: 4.1	B: 0	C: 1	D: -51	E: 1	F: 2	G: 4	H: 0.0	I: -4
CCn1c(SCc2nc3ccccc3s2)nnc1-c1cccs1
  A: -0.5	B: 9	C: -7	D: -16	E: -2	F: -12	G: -13	H: 0.1	I: -4

Full records, quoted from the list.
`COC(=O)c1sc2nc(C)nc(SCC(=O)N3CCC(C(=O)O)CC3)c2c1C` is listed with MEX-5 binding: 0.0; GRK2 aptamer HTS: 4; Fam108B inh: 4; VLA-4 inh: -17; PME-1 primary: 13; MCL1-BIM inh: 4; BCLXL inh: 4; Efflux pump inh: -0.2; GLD-1 TGE inh: -8
`CCOC(=O)N1CCC(N2CCN(Cc3ccc(C)o3)C(CCO)C2)CC1` (stereo unspecified) is listed with MEX-5 binding: -3.4; GRK2 aptamer HTS: 0; Fam108B inh: 2; VLA-4 inh: 23; PME-1 primary: -3; MCL1-BIM inh: 6; BCLXL inh: 7; Efflux pump inh: 0.1; GLD-1 TGE inh: 3
`Cn1c(SCC(=O)NCc2ccc3c(c2)OCO3)nnc1-c1cccs1` is listed with MEX-5 binding: 1.0; GRK2 aptamer HTS: 1; Fam108B inh: 2; VLA-4 inh: 8; PME-1 primary: 3; MCL1-BIM inh: -2; BCLXL inh: -2; Efflux pump inh: 0.0; GLD-1 TGE inh: 0

Source: PubChem BioAssay (several laboratories)

An excerpt, so the mix of outcomes need not match the whole.
